RBX1-CUL1 inh = inhibitors of human ROC1-CUL1 ubiquitin ligase activity | E3 ubiquitin-protein ligase RBX1 (Homo sapiens) + Cullin-1 (Homo sapiens), P62877+Q13616 | in vitro K48 di-Ub FRET, acceptor:donor ratio, 45 min | inhibition, % at 10 µM | 140,000 compounds, 0.6% hits | AID 1347404, 2020; in the data active means inhibition above about 25%
Target sequence (P62877 whole entry, looked up): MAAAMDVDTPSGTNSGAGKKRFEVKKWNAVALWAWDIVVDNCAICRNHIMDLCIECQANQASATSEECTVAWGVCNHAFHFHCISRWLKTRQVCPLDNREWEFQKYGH
Target sequence (Q13616 whole entry, looked up): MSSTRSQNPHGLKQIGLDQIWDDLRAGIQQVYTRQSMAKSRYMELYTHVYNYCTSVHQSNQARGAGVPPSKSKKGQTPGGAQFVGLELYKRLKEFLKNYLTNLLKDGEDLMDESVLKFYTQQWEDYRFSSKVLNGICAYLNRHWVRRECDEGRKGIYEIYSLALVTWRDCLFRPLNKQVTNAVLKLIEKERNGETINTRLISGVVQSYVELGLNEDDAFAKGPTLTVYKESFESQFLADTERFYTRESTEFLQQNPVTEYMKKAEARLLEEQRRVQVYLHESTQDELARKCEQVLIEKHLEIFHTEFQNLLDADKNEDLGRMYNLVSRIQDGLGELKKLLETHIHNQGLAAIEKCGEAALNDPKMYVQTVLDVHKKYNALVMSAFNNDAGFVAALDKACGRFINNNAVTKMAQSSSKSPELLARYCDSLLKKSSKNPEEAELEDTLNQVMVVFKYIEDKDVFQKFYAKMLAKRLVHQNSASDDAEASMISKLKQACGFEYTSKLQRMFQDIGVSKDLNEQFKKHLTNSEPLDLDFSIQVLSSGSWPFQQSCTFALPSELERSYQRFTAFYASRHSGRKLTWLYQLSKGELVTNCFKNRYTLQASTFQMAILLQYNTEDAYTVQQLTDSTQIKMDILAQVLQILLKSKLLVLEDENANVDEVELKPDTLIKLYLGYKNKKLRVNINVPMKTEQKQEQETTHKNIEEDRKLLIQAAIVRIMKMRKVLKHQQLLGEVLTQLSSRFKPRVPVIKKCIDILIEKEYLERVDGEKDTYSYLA
* marks the source's active call; other numbers are inactive results.

SMILES	RBX1-CUL1 inh
Cc1cc2c(cc3c(SCc4cccc(Cl)c4)nnc(C)n32)o1	4
O=C(Nc1ccc(Oc2ccccc2)cc1)C1CCN(S(=O)(=O)c2ccc(Cl)cc2)CC1	4
O=C(Nc1nnc(SCC(=O)n2c3c(c4ccccc42)CCCC3)s1)c1ccccc1Br	9
Cc1c(CNC2CCCc3nc(N4CCC(CO)CC4)ncc32)cnn1C (configuration not stated)	-8
CC(C)(C)NC(=O)COc1ccc(CNCc2cccnc2)cc1	-7
COc1cccc(/C=C/c2nc(C#N)c(NCCN(C)C)o2)c1	2
O=C(O)c1cc([N+](=O)[O-])cc([N+](=O)[O-])c1N1CCOCC1	5
CSc1ccc(CCNC(=O)C(C)n2nc(C)c3c(C)n(-c4ccccc4)nc3c2=O)cc1 (configuration not stated)	-7
Cc1ccc(NC(=O)C2CCCN(S(=O)(=O)c3cccc4nsnc34)C2)cc1C (configuration not stated)	3
Cc1ccc(NC(=O)Cn2c(=O)n(CCC(C)C)c(=O)c3cccnc32)cc1C	2
CCNC(=O)c1cc2c(=O)n3ccccc3nc2n(C(C)C)c1=N	0
COc1ccccc1NC(=O)CCNS(=O)(=O)c1ccc2c(c1)CCCC(=O)N2	-2
O=C(NCc1cccc(Br)c1)c1ccc(-n2cnc3cccnc32)cc1	-6
COc1ccc(S(=O)(=O)Nc2ccccc2C(=O)NC(C)(C)C)cc1OC	-6
CCc1ccc(CN(C(=O)c2nc(SC)ncc2Cl)C2CCS(=O)(=O)C2)cc1 (configuration not stated)	6
O=C1c2ccccc2N(c2ccccc2)C(=O)C1(F)Cc1ccccc1 (configuration not stated)	-2
CCOc1ccc(-c2cn3c(n2)sc2cc(C(=O)NCCC4=CCCCC4)ccc23)cc1	4
O=C(Nc1nc(-c2ccccc2)ns1)NC1Cc2ccccc2C1	6
CCC(O)CNC(=O)c1ccc(OC)c(OC2CCN(C(C)C)CC2)c1 (configuration not stated)	-4
CC(C)NCC1(O)CCCN(CC2CCCCC2)C1=O (configuration not stated)	3
CC(=O)/C(=N\Nc1ccccc1[N+](=O)[O-])N1CCCCC1	0
O=C1C(C=NCCO)C(c2ccc([N+](=O)[O-])cc2)=NN1c1ccc([N+](=O)[O-])cc1 (configuration not stated)	0
O=C(CCNS(=O)(=O)c1ccc2c(c1)CCN2C(=O)C1CC1)Nc1ccc(Cl)cc1	-9
CC1(C)Cc2nc3sc4c(NCc5ccco5)ncnc4c3cc2CO1	5
COCCNC(=O)c1cc(-c2cccc(Cl)c2)on1	3
(list continues)
SMILES	RBX1-CUL1 inh
COc1ccc(CCNC(=O)C2C(=O)N=C3C=CC=CN3C2=O)cc1OC (configuration not stated)	5
Cc1ccccc1NC(=O)C12CC3CCC1(C)C3(C)CO2 (configuration not stated)	14
O=C(c1ccc2c(c1)N(Cc1ccccc1F)C(=O)c1ccccc1S2=O)N1CCN(c2ccccc2)CC1 (configuration not stated)	-6
CCN(Cc1ccncc1)C1CCCN(Cc2ccco2)C1 (configuration not stated)	6
Cc1ccc(S(=O)(=O)N2CCN(Cc3nc4ccc(C)cc4o3)CC2)c(C)c1	-12
COc1ccc(CNS(C)(=O)=O)cc1	-4
O=C(CCN1CCCO1)NC1CCCc2nc(-c3ccccc3)ncc21 (configuration not stated)	3
CN(C)N=Nc1ccc(S(=O)(=O)N=C(O)c2ccccc2)cc1	2
COc1ccccc1N1CCN(C2CCCN(C(=O)c3csnn3)C2)CC1 (configuration not stated)	5
CC(C)c1ccc(Sc2cnn(S(=O)(=O)c3ccc(C(C)C)cc3)c(=O)c2Cl)cc1	-4
O=C(Nc1cccc(O)c1)c1ccc(Oc2ccc(C(=O)Nc3cccc(O)c3)cc2)cc1	-4
COc1ccc(CO/N=C/C2C(=O)NC(=O)N=C2C)cc1 (configuration not stated)	6
CC(NC(=O)c1ccco1)c1ccc(Cl)cc1 (configuration not stated)	6
Cc1ccccc1N=Nc1c(C)[nH][nH]c1=O	11
COc1ccc(NC(=O)c2ccc3c(c2)c(C)c(C)n3Cc2ccc(F)cc2)cc1	4
CC(=O)Nc1ccc(NC(=O)c2ccc3c(c2)NC(=O)c2ccccc2S3)cc1	7
COc1ccccc1CCC(=O)Nc1cnn(CC(=O)NC[C@H]2C[C@H]3C=C[C@H]2C32CC2)c1	4
O=C(Nc1ccc(Oc2ccc(Cl)cc2Cl)cc1)C1CCC(N2C(=O)c3ccccc3C2=O)CC1 (configuration not stated)	-11
Cc1cccc(NC(=O)C2CCN(c3nnc(-n4c(C)ccc4C)s3)CC2)c1C	2
O=C(NC(N1CCOCC1)C(Cl)(Cl)Cl)c1ccc(Cl)cc1 (configuration not stated)	3
CC(NC(=O)N(Cc1ccccc1)CC1CC=CCC1)(C(F)(F)F)C(F)(F)F (configuration not stated)	5
CC(C)Cc1cn[nH]c1C1CCCN(Cc2cccc3c2OCO3)C1 (configuration not stated)	9
COc1ccc(N2CC(C)Cn3c2nc2c3c(=O)n(CCCO)c(=O)n2C)cc1 (configuration not stated)	11
COc1ccccc1CNC(=O)CN1C(=O)COc2ccc(S(=O)(=O)N3CCCCC3)cc21	0
Cc1cc(C)c2oc(C(=O)NCCc3ccc(S(N)(=O)=O)cc3)cc(=O)c2c1	5

Reformatted with bars between the fields: entries from further up.
SMILES | RBX1-CUL1 inh
O=C1c2ccccc2N(c2ccccc2)C(=O)C1(F)Cc1ccccc1 (configuration not stated) | -2
CCOc1ccc(-c2cn3c(n2)sc2cc(C(=O)NCCC4=CCCCC4)ccc23)cc1 | 4

(listing goes on)
SMILES	RBX1-CUL1 inh
CCOC(=O)COc1ccc([N+](=O)[O-])cc1-c1ccnc2cc(-c3ccc(C)cc3)nn12	1
COc1ccc(NC(=O)CSc2nnc(SC)s2)cc1	0
Cc1cc(=O)[nH]c2nnc(SCc3ccccc3F)n12	-5
CCOC(=O)c1c(-c2ccc(OCC)cc2)csc1NC(=O)C(C)(C)Oc1ccc(Cl)cc1	-11
CC(=O)N[C@H]1[C@H](Oc2cccc(C)c2)O[C@@H]2COC(C)(C)O[C@H]2[C@@H]1O	8
CCN(CC)CC(C)OC(=O)c1ccccc1OC (configuration not stated)	0
CCOC(=O)C1(C(=O)OCC)OC(c2ccccc2)OC1c1ccccc1 (configuration not stated)	-1
CCN(CC)C(=O)Cn1cc(C(=O)NCC2CCCN2CC)nn1 (configuration not stated)	-5
CC(C)(C)c1ccc(-c2cc3nc(-c4ccccc4)cc(-c4ccccc4)n3n2)cc1	-1
COc1ccc(C2C(C(=O)Nc3ccccc3)C(C)=Nc3nc(-c4ccccc4)nn32)cc1OC (configuration not stated)	0
Cc1ccccc1N=C(C(=Nc1ccccc1C)c1ccccc1)c1ccccc1	-10
CC(=O)N1CCOc2cc(S(=O)(=O)Nc3cc(C(F)(F)F)ccc3Cl)c(C)cc21	0
C[C@@H]1CN(C2(C(=O)N3CC[C@H](O)C3)Cc3ccccc3C2)C[C@H](C)O1	2
CC(C)(CO)NC(=O)Nc1cccc(Cl)c1	-1
CCN(CC)c1ncnc2scc(-c3cccs3)c12	-2
C=CCn1c(=O)c2c(nc3n(-c4ccccc4OC)c(C)c(C)n23)n(C)c1=O	4
CC(C)(C)c1ccc(C(=O)/C=C/c2cccn(-c3ccccc3)c2=S)cc1	0
CC(=O)c1ccc(N2CCN(S(=O)(=O)c3ccc4c(c3)C(C)(C)C(=O)N4)CC2)cc1	6
O=C(O)CSc1nc2c(Br)cc(Br)cc2c(=O)[nH]1	-6
Brc1cccc(CNCCSc2nnnn2-c2ccccc2)c1	0
COC(=O)C[C@H](O)CCn1c(-c2ccc(F)cc2)c(-c2ccccc2)c(C(=O)Nc2ccccc2)c1C(C)C	-2
COc1ccc(Cl)cc1NC(=O)Cn1ncc2c3ccccc3n(Cc3ccccc3)c2c1=O	-3
COc1ccc(/C=C/c2nn3c(-c4cccc(C)c4)nnc3s2)cc1	0
CCN1CCN(S(=O)(=O)Cc2ccc(Cl)c(Cl)c2)CC1	0
O=C(NC1CCN(Cc2ccccc2)CC1)c1ccc(Cn2c(=O)c3ccccc3n(Cc3cccc(F)c3)c2=O)cc1	2
Following part
SMILES	RBX1-CUL1 inh
Cc1cc(C)cc(NC(=O)c2nnn(Cc3cccc(Br)c3)c2N)c1	0
O=C(CCCCCn1c(=O)[nH]c2ccsc2c1=O)NCc1ccccc1	5
COc1cccc(NS(=O)(=O)c2ccc3c(c2)n(C)c(=O)n3C)c1	-1
Cc1sc2ncnc(Sc3c[nH]c4ccccc34)c2c1C	6
O=[N+]([O-])c1cc(Cc2ccccc2Cl)cc(/C=N/Nc2ccccc2)c1O	-4
CCc1ccc(C(=O)c2cn(CC(=O)Nc3ccc4c(c3)OCCO4)c3ccc(F)cc3c2=O)cc1	-1
Cc1ccc(Nc2ncc3c(n2)CC(c2ccco2)CC3=O)cc1 (configuration not stated)	13
CCOc1ccc(-c2cc(C(=O)O)c3cc(Br)ccc3n2)cc1	-9
COc1cccc(NC(=O)COc2ccccc2C(=O)NCCOc2c(C)cccc2C)c1	3
COc1ccc(C2CC(=O)Nc3ccc4ccccc4c32)cc1OC (configuration not stated)	-3
O=S(=O)(c1ccccc1)c1nc(-c2cccs2)oc1SCc1ccccc1F	-10
Cc1ccc(NCc2nnc(SCC(=O)NCc3ccccc3)n2CC2CCCO2)c(C)c1 (configuration not stated)	-2
O=C(CSc1nc2ccccc2n1Cc1ccccc1F)NCc1ccccc1	-10
COc1cc(C2c3c(n[nH]c3-c3cccnc3)OC(=N)C2C#N)cc(Br)c1O (configuration not stated)	4
COc1ccc(C2CN(C(=O)Nc3nc(C)n(C)n3)CCO2)cc1 (configuration not stated)	5
O=[N+]([O-])c1ccc2nc(Sc3nc4ccccc4[nH]3)sc2c1	-4
Cc1ccc(Cl)cc1NC(=O)CN1C(=O)CCc2ccccc21	5
COc1cc(CN2CCCC(CO)(Cc3ccc(F)cc3)C2)cc2c1OCO2 (configuration not stated)	6
O=C(NCc1cccs1)c1ccc(CSc2nc3cccnc3n2Cc2ccccc2F)cc1	-6
CCc1ccc(-n2c(N3CCN(c4ccc(F)cc4)CC3)nc3ccccc3c2=O)cc1	-1
S=C(Nc1ccccc1)Nc1cccc(Cl)c1Cl	-3
O=C(c1ccc(N2CCCC(c3cc(=O)[nH]cn3)C2)nc1)N1CCOCC1 (configuration not stated)	1
COCCCNC(=O)CCC(=O)NNc1nc2ccccc2c2nc(C)nn12	-5
Cc1cc(C)c(C)c(S(=O)(=O)Nc2ccc(C(=O)N3CCN(Cc4ccccc4)CC3)cc2)c1C	-2
Cn1cnc([N+](=O)[O-])c1Sc1cn2c(n1)CCC2	-8

Some of these compounds in order of the RBX1-CUL1 inh value, rising.
SMILES,RBX1-CUL1 inh
O=S(=O)(c1ccccc1)c1nc(-c2cccs2)oc1SCc1ccccc1F,-10
CCOc1ccc(-c2cc(C(=O)O)c3cc(Br)ccc3n2)cc1,-9
O=[N+]([O-])c1ccc2nc(Sc3nc4ccccc4[nH]3)sc2c1,-4
COc1cccc(NS(=O)(=O)c2ccc3c(c2)n(C)c(=O)n3C)c1,-1
COc1ccc(C2CN(C(=O)Nc3nc(C)n(C)n3)CCO2)cc1 (configuration not stated),5
COc1cc(CN2CCCC(CO)(Cc3ccc(F)cc3)C2)cc2c1OCO2 (configuration not stated),6
Cc1ccc(Nc2ncc3c(n2)CC(c2ccco2)CC3=O)cc1 (configuration not stated),13

(continued)
SMILES	RBX1-CUL1 inh
CCc1ccccc1N(c1nc(-c2ccc(OC)c(OC)c2)no1)c1nc(-c2ccc(OC)c(OC)c2)no1	6
Cc1ccc([N+](=O)[O-])cc1NC(=O)CSc1nnc(COc2ccc([N+](=O)[O-])cc2)n1C	1
CCOC(=O)C1=C(CSc2nc3c(cc2C#N)CCCCCC3)OC(=N)C(C#N)C1c1cccc(F)c1 (configuration not stated)	-10
O=C(N=C(Cc1ccco1)C(=O)N1CCOCC1)c1ccc(Br)o1	10
CCOc1ccc(-c2cc(-c3ccccc3)c3c(N)c(C(=O)Nc4cc(C)ccc4C)sc3n2)cc1	-5
O=C(CCCn1cncn1)N1CCOc2ccc(CN3CCC(OCc4ccccc4)CC3)cc2C1	9
CCOC(=O)C=C1c2ccccc2-c2ccccc21	5
COc1ccccc1CCC(=O)Nc1cnn(CC(=O)N2CCC(c3ccccc3Cl)C2)c1 (configuration not stated)	6
CCN(CC1CCN(C2CCN(C)CC2)CC1)C(=O)C1COc2c(cccc2OC)C1 (configuration not stated)	-6
Cc1cccc(C(=O)Nc2nc3c(s2)CCCC3)c1	-2
Cc1cccc(C)c1NC(=O)Cc1noc2c(C)cccc12	2
Cc1cccc(Cn2c(=O)c3c(nc4n(CCO)c(C)cn34)n(C)c2=O)c1	7
O=C(O)c1cscc1/C=C/c1ccsc1Cl	-1
Cc1ccsc1CNc1ccccc1C(=O)NCc1cc(=O)[nH]cn1	1
Cc1ccc(NC(=O)N2CCN3CCCCC3C2)cc1C (configuration not stated)	-6
OC1CCN(CC(O)CC(O)(c2ccc(F)cc2)c2ccc(F)cc2)CC1 (configuration not stated)	-8
CCN(CC)C(=O)NC(=O)c1ccccc1	-6

An excerpt of these results, with each value named:
molecule: CC(NC(=O)N(Cc1ccccc1)CC1CC=CCC1)(C(F)(F)F)C(F)(F)F (configuration not stated)
  RBX1-CUL1 inh: 5

molecule: CC(C)Cc1cn[nH]c1C1CCCN(Cc2cccc3c2OCO3)C1 (configuration not stated)
  RBX1-CUL1 inh: 9

molecule: COc1ccc(N2CC(C)Cn3c2nc2c3c(=O)n(CCCO)c(=O)n2C)cc1 (configuration not stated)
  RBX1-CUL1 inh: 11

molecule: COc1ccccc1CNC(=O)CN1C(=O)COc2ccc(S(=O)(=O)N3CCCCC3)cc21
  RBX1-CUL1 inh: 0

Assay outcomes: PubChem, Icahn School of Medicine at Mount Sinai

A portion of the library; the hit share may differ from the screen's.
